Bioassay records from PubChem BioAssay.
TDP2 absorb: human TDP2 enzyme inhibitors, primary screen, biochemical, epi absorbance, recombinant enzyme; Tyrosyl-DNA phosphodiesterase 2 (Homo sapiens), O95551; T5PNP hydrolysis, p-nitrophenol absorbance 415 nm; inhibition, % at 12.8 µM; hit rate 0.34% among 370,000; AID 720702, 2013;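 active means inhibition above the mean of all tested compounds plus 3 SD, set per campaign, cut at about 25% in these data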;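 further: 0% = DMSO with enzyme and 100% = buffer with substrate but no TDP2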
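Incubation: 2 h at 37 °C; Test system: recombinant human TDP2; Quantity: enzyme 120 nM; Read-out basis: percent inhibition; Medium: 50 mM Tris-HCl pH 7.5 with Mg2+, KCl, DTT, BSA; Repeats: single replicate; Compound: 12.8 µM single point, 1% DMSO; Signal: epi absorbance; Reagent: 5 mM T5PNP chromogenic substrate; Benchmarks: no-enzyme high, DMSO-plus-enzyme low.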
PLCb3 inh: human PLC-beta3 inhibitors, primary screen, biochemical, fluorescence | AID 720704, 2013 | inhibition, % at 12.2 µM | hit rate 0.18% among 370,000 | Purified PLC-beta3, fluorogenic substrate | 1-phosphatidylinositol 4,5-bisphosphate phosphodiesterase beta-3 (Homo sapiens), Q01970; in the data active means inhibition above about 11%;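 further: 0% = median of compound wells on plate and 100% = full blocker control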
PLCg1 inh: PLC-gamma1 enzyme inhibitors, primary screen, biochemical, fluorescence, purified enzyme. AID 720700, 2013. hit rate 0.84% among 370,000. fluorogenic substrate. inhibition, % at 12.2 µM; in the data active means inhibition above about 9.5%
SIAE primary: human SIAE inhibitors, primary screen, biochemical, fluorescence polarization, FP-Rh probe, 1536-well HTS | Sialate O-acetylesterase (Homo sapiens), Q9HAT2 | SIAE FP-Rh probe binding | inhibition, % at 9.66 µM | hit rate 0.69% among 370,000;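 active means inhibition above a cutoff: mean of compounds within the control limits plus 3 SD of those, cut at about 17% in these data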;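 further: 0% = plate median of compound wells and 100% = probe without SIAE protein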
Target sequence (Q9HAT2 whole entry, looked up): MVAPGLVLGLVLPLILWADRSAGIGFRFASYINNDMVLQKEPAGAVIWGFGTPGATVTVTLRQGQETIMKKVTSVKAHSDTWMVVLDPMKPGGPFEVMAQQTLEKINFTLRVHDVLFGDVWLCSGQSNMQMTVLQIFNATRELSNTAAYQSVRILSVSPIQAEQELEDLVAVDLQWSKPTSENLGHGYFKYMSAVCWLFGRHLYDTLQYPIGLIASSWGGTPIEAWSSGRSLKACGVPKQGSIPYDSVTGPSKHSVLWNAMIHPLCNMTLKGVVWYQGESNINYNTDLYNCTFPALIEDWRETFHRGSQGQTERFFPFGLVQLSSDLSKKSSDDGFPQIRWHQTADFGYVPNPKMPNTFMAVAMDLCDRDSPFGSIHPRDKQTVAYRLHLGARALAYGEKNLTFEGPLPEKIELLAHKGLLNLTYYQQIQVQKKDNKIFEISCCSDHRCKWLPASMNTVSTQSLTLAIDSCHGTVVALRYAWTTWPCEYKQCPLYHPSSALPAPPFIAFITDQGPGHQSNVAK
Tn6 DDE FP: inhibitors of Tn6 peptide binding to fibrin DD(E), primary screen, biochemical, fluorescence polarization, human fibrin, Tn6 probe; Fibrinogen beta chain (Homo sapiens), P02675; hit rate 0.21% among 370,000; Fibrin DD(E) TRITC-Tn6 fluorescence polarization displacement; inhibition, % at 8.3 µM; AID 720509, 2013;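 active means inhibition above a per-campaign cutoff: mean of compounds within control limits plus 3 SD, cut at about 15% in these data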;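 further: 0% = median of all compound wells on the plate and 100% = blocking peptide control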
DDE Tn7 FP inh: inhibitors of Tn7 peptide binding to fibrin DD(E), primary screen, biochemical, fluorescence polarization, human fibrin, Tn7 probe | Fibrinogen beta chain (Homo sapiens), P02675 | FP displacement of FITC-Tn7 peptide from fibrin DD(E); 0% = median of compound wells per plate | inhibition, % at 8.3 µM | hit rate 0.13% among 370,000 | AID 720508, 2013;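 active means inhibition above the mean of compounds falling within the control limits plus 3 SD of them, cut at about 14% in these data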;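 further: 0% = plate median of compound wells and 100% = 10 µM Aha-Tn7 peptide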
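assay system = human clot-derived fibrin DD(E) complex | quantity = Fibrin-DD(E) at 2 µM final | timing = 10 min preincubation, 3 h with tracer, room temperature | signal = fluorescence polarization | measure = percent inhibition | benchmarks = high control wells with 10 µM unlabelled Aha-Tn7 peptide (full inhibition) | replicates = singlicate testing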
ADAM10 inh: human ADAM10 inhibitors, primary screen, biochemical, QFRET, HTS | hit rate 0.62% among 370,000 | inhibition, % at 7 µM | Disintegrin and metalloproteinase domain-containing protein 10 (Homo sapiens), O14672 | AID 720582, 2013 | recombinant ADAM10, EDANS/DABCYL FRET peptide cleavage, 3 h;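 active means inhibition above a per-campaign cutoff equal to the mean of compounds falling between control-based bounds plus 3 SD, cut at about 20% in these data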;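 further: 0% = DMSO wells while the 100% control is not disclosed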
ASAP1 inh: inhibitors of human ASAP1 ArfGAP activity, primary screen, biochemical, fluorescence polarization; Arf-GAP with SH3 domain, ANK repeat and PH domain-containing protein 1 (Homo sapiens), …; ASAP1-stimulated ARF1 GTP hydrolysis, GDP FP detection; inhibition, % at 16.5 µM; hit rate 0.19% among 360,000; in the data active means inhibition above about 25%;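 further: 0% = vehicle with enzyme and substrate and 100% = no enzyme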
Target sequence (Q9ULH1 325-724 limits assumed): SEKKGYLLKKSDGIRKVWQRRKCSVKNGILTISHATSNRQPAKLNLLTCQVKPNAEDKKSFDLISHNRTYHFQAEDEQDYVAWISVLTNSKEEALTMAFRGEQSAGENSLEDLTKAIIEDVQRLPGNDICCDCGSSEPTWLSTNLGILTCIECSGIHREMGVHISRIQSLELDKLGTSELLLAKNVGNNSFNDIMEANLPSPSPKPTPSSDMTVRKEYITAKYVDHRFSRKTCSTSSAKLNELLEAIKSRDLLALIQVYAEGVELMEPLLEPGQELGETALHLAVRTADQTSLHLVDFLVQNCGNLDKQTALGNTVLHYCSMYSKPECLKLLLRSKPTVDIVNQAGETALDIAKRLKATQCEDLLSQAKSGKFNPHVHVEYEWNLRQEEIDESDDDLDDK
ADAM17 inh: ADAM17 inhibitors, primary screen, biochemical, QFRET; inhibition, % at 6.95 µM; recombinant ADAM17, EDANS/DABCYL FRET peptide cleavage; AID 720648, 2013; hit rate 0.83% among 370,000;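 active means inhibition above the mean of compounds lying between control limits plus 3 SD, set per campaign, cut at about 8.5% in these data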;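 further: 0% = DMSO-only wells as the low control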
ARFGAP1 inh: inhibitors of rat ARFGAP1 GAP activity, primary screen, biochemical, fluorescence polarization, GDP tracer. ADP-ribosylation factor GTPase-activating protein 1 (Rattus norvegicus), Q62848. Arfgap1-stimulated ARF1 GTP hydrolysis, GDP FP detection. inhibition, % at 16.5 µM. hit rate 0.26% among 360,000;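 active means inhibition above a per-plate limit, mean inhibition of low control wells plus 3 SD, cut at about 25% in these data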;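 further: 0% = DMSO wells with enzyme and 100% = wells lacking Arfgap1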
Target sequence (Q62848 1-136 limits assumed): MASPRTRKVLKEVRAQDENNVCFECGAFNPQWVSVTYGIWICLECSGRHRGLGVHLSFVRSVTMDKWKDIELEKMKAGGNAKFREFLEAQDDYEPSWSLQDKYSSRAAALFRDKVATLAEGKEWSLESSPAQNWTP
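Material: truncated rat Arfgap1 GAP domain; Incubation: compound-enzyme preincubation 20 min, reaction 120 min, detection 60 min, 25 °C; Read-out: percent inhibition of Arfgap1-stimulated GTP hydrolysis; Technique: FP, GDP Alexa 633 tracer displaced from anti-GDP antibody, 620/688 nm; Controls: No-Arfgap1 wells (100%) versus DMSO full-reaction wells (0%); Replication: single well per compound.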
* hit, by the source's call; nt = not tested or not shown. The order is random, and some 3.6% of all compounds hit somewhere here.

(1) COc1ccc(/C=C(/NC(=O)c2ccco2)C(=O)Nc2ccc(C(=O)O)cc2)cc1
(2) O=C(Cn1[nH]c(=O)c2ccccc2c1=O)N1CC=C(c2ccccc2)CC1
(3) O=C(COc1ccc(Cl)cc1)Nc1ccccc1Cl
(4) FC(F)(F)c1ccc2c(c1)nc1n2CCCC1
(5) O=C(c1ccc2snnc2c1)N1CCN(c2ccccn2)CC1
(6) Cc1ccc(CC(=O)N2CC(C)OC(C)C2)cc1 (stereo not drawn)
(7) O=C(NNC(=O)c1ccc(Br)s1)c1cccc(S(=O)(=O)N2CCCC2)c1
(8) Cc1ccc(S(=O)(=O)N(C)C)cc1NC(=O)c1ccncc1
entry no.	1	2	3	4	5	6	7	8
TDP2 absorb	-3	-3	-1	5	-23	-14	0	3
PLCb3 inh	-7	2	-6	-1	6	3	-8	-1
PLCg1 inh	0	4	1	3	15*	0	1	1
SIAE primary	-7	0	7	-5	-7	8	2	0
Tn6 DDE FP	5	0	0	-1	-1	1	12	-1
DDE Tn7 FP inh	7	7	3	9	-4	-2	0	-6
ADAM10 inh	3	7	5	3	5	1	-11	-3
ASAP1 inh	2	3	-5	5	6	1	-8	2
ADAM17 inh	-1	0	-2	-5	6	-1	-2	-3
ARFGAP1 inh	-16	11	14	-3	2	-4	7	15

(9) Cc1ccc(OCc2nnc(SCC(=O)c3cccs3)n2-c2ccccc2)cc1C
(10) Fc1ccc(Cn2nnc(-c3ccc(Cl)cc3)n2)cc1
(11) CC(=O)c1ccc(NC(=O)C(C)O/N=C(\N)c2ccccc2)cc1 (stereo not drawn)
(12) CC(Oc1cccc(Cl)c1)C(=O)Nc1cc(S(=O)(=O)N2CCOCC2)ccc1N1CCCC1 (stereo not drawn)
(13) OCCCn1c(-c2ccccc2)n[nH]c1=S
(14) O=[N+]([O-])c1c(NCCO)cc(N2CCN(Cc3ccc4c(c3)OCO4)CC2)c2nonc12
(15) COc1cccc(N2CCN(C(=O)c3ccc(CS(=O)c4ccc(Cl)cc4)o3)CC2)c1 (stereo not drawn)
(16) Cc1ccc(NC(=O)COC(=O)c2cc(=O)c3ccccc3o2)cc1F
entry no.	9	10	11	12	13	14	15	16
TDP2 absorb	-5	0	5	-7	-10	-11	-2	-3
PLCb3 inh	6	-7	-4	2	0	3	2	-5
PLCg1 inh	6	2	1	1	-4	2	3	0
SIAE primary	-1	0	-4	5	-8	4	-5	-5
Tn6 DDE FP	-1	-2	0	6	-5	4	-2	-3
DDE Tn7 FP inh	8	1	-5	-3	2	0	-5	-2
ADAM10 inh	11	-1	-1	-2	6	7	4	-8
ASAP1 inh	1	-5	-6	4	-4	2	7	5
ADAM17 inh	2	-3	-4	-1	-4	4	6	-10
ARFGAP1 inh	-13	5	-7	-2	4	4	8	6

(17) Cc1nc(-c2ccc(S(=O)(=O)Nc3cc(F)ccc3F)cc2)co1
(18) CNC(=O)C1CC(=O)N(CCc2ccc(OC)c(OC)c2)C(=Nc2ccc(F)cc2)S1 (stereo not drawn)
(19) COc1ccc(-n2c(SCC(=O)Nc3ccc(NC(C)=O)cc3)nc3ccccc3c2=O)cc1
(20) COc1cc(CN2CCNC(=O)C2CC(=O)N2CCc3ccccc3C2)cc(OC)c1 (stereo not drawn)
(21) CCOCCn1c(C(C)C)nc2ccccc21
(22) CCOC(=O)C(=CNc1ccc(NC2=NCC(C)S2)cc1)C(=O)OCC (stereo not drawn)
(23) O=C(Nc1ccccc1)Nc1ccc(Cl)c([N+](=O)[O-])c1
(24) Cc1cccc(C(=O)NC2CC3CCCC(C2)N3S(=O)(=O)c2ccccc2)c1 (stereo not drawn)
entry no.	17	18	19	20	21	22	23	24
TDP2 absorb	-5	10	10	-4	-2	0	-8	2
PLCb3 inh	-7	-8	-6	-10	-2	-119	6	1
PLCg1 inh	-1	-1	1	-8	1	-97	6	0
SIAE primary	0	1	-15	2	-2	5	54*	-1
Tn6 DDE FP	-10	-1	3	-7	2	4	-4	0
DDE Tn7 FP inh	-1	0	-1	2	10	-4	-7	7
ADAM10 inh	-1	1	-2	-4	2	-6	11	4
ASAP1 inh	3	-7	27*	-15	-2	15	3	2
ADAM17 inh	-3	-7	-4	-7	-5	-4	4	-5
ARFGAP1 inh	7	7	10	-9	-1	-5	-8	3

(25) COc1ccc(OC)c(C(=O)Nc2c(O)ccc3ccccc23)c1
(26) C/C(=N\NC(=O)CSCc1ccc(Cl)cc1)c1ccc2c(c1)OCCO2
(27) CCN(CC)c1ccc(NC(=O)c2cc(OC)cc(OC)c2)c(C)c1
(28) COc1ccc(C2c3c(ncn(CCN4CCOCC4)c3=N)Oc3ccc4ccccc4c32)cc1 (stereo not drawn)
(29) O=C(O)c1[nH]c2ccccc2c1C(c1ccccc1)c1c(C(=O)O)[nH]c2ccccc12
(30) CC(C)N(CCNCc1nnc(-c2ccccc2)o1)C(C)C
(31) C=CCn1c(SCC(=O)N(CC)C2CCS(=O)(=O)C2)nc2ccccc2c1=O (stereo not drawn)
(32) CCN1C(=O)C(CC(=O)NCCc2ccccc2)N(NC(=O)c2cccnc2)C1=S (stereo not drawn)
entry no.	25	26	27	28	29	30	31	32
TDP2 absorb	2	7	-9	2	-1	12	4	0
PLCb3 inh	-11	-4	4	0	-6	-3	-3	-4
PLCg1 inh	-4	-1	5	0	4	3	-3	0
SIAE primary	-1	6	5	-15	7	2	2	-3
Tn6 DDE FP	2	3	-1	5	12	-7	1	-4
DDE Tn7 FP inh	-3	14*	1	3	3	-2	2	-2
ADAM10 inh	-2	19	3	2	-5	0	5	-6
ASAP1 inh	0	-18	4	-2	-21	4	-9	4
ADAM17 inh	-2	2	3	1	-1	-6	1	-4
ARFGAP1 inh	0	8	7	7	-29	11	8	8

Reprinted from the part before: 4 entries; new compounds follow.
(29) O=C(O)c1[nH]c2ccccc2c1C(c1ccccc1)c1c(C(=O)O)[nH]c2ccccc12
(30) CC(C)N(CCNCc1nnc(-c2ccccc2)o1)C(C)C
(31) C=CCn1c(SCC(=O)N(CC)C2CCS(=O)(=O)C2)nc2ccccc2c1=O (stereo not drawn)
(32) CCN1C(=O)C(CC(=O)NCCc2ccccc2)N(NC(=O)c2cccnc2)C1=S (stereo not drawn)
(33) O=C(NC(=O)C(F)(F)F)Nc1ccc(S(=O)(=O)Nc2nccs2)cc1
(34) O=C(NCCCn1ccnc1)/C(=C/c1ccc(Cl)cc1)NC(=O)c1ccccc1
(35) CSc1ccc(C(O)c2ncc(-c3ccccc3Cl)[nH]2)cc1 (stereo not drawn)
(36) CN1CCC(OC(=O)COc2ccc(C(C)(C)C)cc2)CC1
(37) CCC(=O)N1CCc2cc(S(=O)(=O)CCC(=O)N(C)c3ccc(OC)cc3)ccc21
(38) O=C(N/N=C/c1cc([N+](=O)[O-])ccc1O)c1cccc2cc[nH]c12
(39) COC(=O)[C@]12C[C@H](CC(=O)NCCc3ccccc3OC)C(=O)N(CCc3ccc(OC)c(OC)c3)C1=C[C@H](COCc1ccccc1)O[C@@H]2C
(40) C[C@H]1CC[C@@]2(O[C@@H](CCO)C[C@@H](O)[C@@H]2O)O1
entry no.	29	30	31	32	33	34	35	36	37	38	39	40
TDP2 absorb	-1	12	4	0	6	-20	-9	-4	-20	-12	-1	7
PLCb3 inh	-6	-3	-3	-4	-4	-15	1	-5	8	-5	6	3
PLCg1 inh	4	3	-3	0	1	-1	-2	2	8	1	13*	1
SIAE primary	7	2	2	-3	4	-10	-1	0	-2	5	-3	-4
Tn6 DDE FP	12	-7	1	-4	5	2	9	2	-7	-6	3	-2
DDE Tn7 FP inh	3	-2	2	-2	3	1	9	-2	3	-1	-6	2
ADAM10 inh	-5	0	5	-6	-1	3	5	-1	3	1	21*	5
ASAP1 inh	-21	4	-9	4	7	-5	-1	-1	-7	-13	nt	10
ADAM17 inh	-1	-6	1	-4	-2	1	1	0	1	-1	8	-2
ARFGAP1 inh	-29	11	8	8	9	-2	5	10	-1	15	nt	17

(41) Cc1cccc(NC(=O)N2CCCC2C(=O)NCc2ccccc2)c1 (stereo not drawn)
(42) COC(=O)c1ccc(COc2cccc(OC)c2)o1
(43) COc1ccc2c(c1)CCCN2C(=O)C1CCCN(S(=O)(=O)c2ccc(C(C)(C)C)cc2)C1 (stereo not drawn)
(44) Cn1c(Cc2ccccc2)nnc1SCC(=O)Nc1ccc2c(c1)OCO2
(45) O=C(NCC1COCCO1)C1CCN(S(=O)(=O)c2ccc(Br)s2)CC1 (stereo not drawn)
(46) Cc1ccc(C(CNS(=O)(=O)c2ccc([N+](=O)[O-])cc2)N2CCN(C)CC2)cc1 (stereo not drawn)
(47) CSCCC(NC(=O)c1ccco1)C(=O)N1CCCCCCC1 (stereo not drawn)
entry no.	41	42	43	44	45	46	47
TDP2 absorb	7	0	-2	11	12	7	0
PLCb3 inh	-4	-2	-1	-3	0	3	5
PLCg1 inh	3	4	1	-1	-2	6	0
SIAE primary	-3	-5	-3	4	-3	0	4
Tn6 DDE FP	-2	-4	-10	9	-7	3	1
DDE Tn7 FP inh	2	1	-3	3	-3	4	-2
ADAM10 inh	5	-11	9	14	-9	-1	-2
ASAP1 inh	-13	-2	nt	3	nt	-17	4
ADAM17 inh	2	-3	2	-2	3	-2	2
ARFGAP1 inh	2	-17	nt	-4	nt	-12	-2
